S1P3 antagonist – blocks the human S1P3 receptor; Q99500; CHO S1P3 NFAT-BLA reporter, FRET fluorescence, antagonist mode; inhibition, % at 4.98 µM; 170,000 tested, 0.27% active;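 active means inhibition above the plate cutoff, the mean inhibition of test wells on that plate plus 3 SD, cut at about 28% in these data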;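 further: cells challenged with S1P at its EC80 of 0.8 µM; blue over green emission ratio from cleaved BLA substrate after 4 h stimulation; 0% = S1P-stimulated wells and 100% = unstimulated DMSO-only wells; some compounds past the cut are filed as inactive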
Target sequence (Q99500 whole entry, looked up): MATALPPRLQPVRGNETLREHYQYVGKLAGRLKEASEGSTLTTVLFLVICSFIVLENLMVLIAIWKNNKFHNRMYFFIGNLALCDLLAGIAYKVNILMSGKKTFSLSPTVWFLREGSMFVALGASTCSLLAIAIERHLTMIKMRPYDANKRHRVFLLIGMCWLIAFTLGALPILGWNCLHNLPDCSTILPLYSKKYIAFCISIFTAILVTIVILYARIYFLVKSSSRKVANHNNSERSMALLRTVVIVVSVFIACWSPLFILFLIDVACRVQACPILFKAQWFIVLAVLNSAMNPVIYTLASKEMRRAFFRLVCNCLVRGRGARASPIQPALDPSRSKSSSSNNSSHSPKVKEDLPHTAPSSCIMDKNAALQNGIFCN
Active calls of the source: *; & = joins results of further samples. Only part of the results is shown; count on the stated rates, not on these rows.

Preview (31 entries):
SMILES | S1P3 antagonist
CCOc1ccc(C2/C(=C(\O)c3cccc(OC)c3)C(=O)C(=O)N2c2ccccn2)cc1OC (stereo unspecified) | -0.5
O=C(/C=C/c1ccccc1Cl)N(Cc1cccs1)C1CCS(=O)(=O)C1 (stereo unspecified) | -12.5
COc1ccc2oc(=O)c(C(=O)Nc3ccccc3O)cc2c1 | -0.4
COc1ccc(/C=C\C(=O)NCC(=O)N/N=C/c2ccc(O)cc2O)cc1 | 2.4
Cc1ccccc1Cn1c(=O)[nH]c2ccccc21 | -2.4
Cc1cccn2c(=O)c(/C=C3\SC(=S)NC3=O)c(NCCCN3CCOCC3)nc12 | 0.7
COc1ccc(CC(=O)c2ccc(O)cc2O)cc1 | 0.6
Cc1ccc(C(O)P(=O)(OC(C)C)c2ccc(N(C)C)cc2)cc1 (stereo unspecified) | 5.4
Cc1ccc(C#CC[N+]2(C)CCCCC2)cc1 | -2.8
CCOC(=O)c1c(NC(=S)N2CCN(C)CC2)sc2c1CCN(C(=O)OCC)C2 | -6.3
CCN(CC)S(=O)(=O)c1ccc(-c2csc(C)n2)s1 | 6.7
COC(=O)c1ccc(CSc2nnc3c(n2)[nH]c2ccccc23)cc1 | -5.1
Cc1c(Cl)cccc1NC(=O)COC(=O)CN1C(=O)NC(C)(C)C1=O | 2.3
O=c1c(-c2ccc3c(c2)OCCO3)coc2cc(OC3OC(CO)C(O)C(O)C3O)ccc12 (stereo unspecified) | -11.9
Cc1ccc2nc(-c3ccc(NC(=O)CSc4nc(N)cc(=O)[nH]4)cc3)sc2c1 | -15.6
Cc1cccc(NC(=O)CCC(=O)Nc2nnc(C(F)(F)F)s2)c1 | -7.0
C=CCn1cnc2c(nnn2Cc2ccc(F)cc2)c1=O | 5.5
Cc1c(C(=O)OCc2cc(=O)n3cc(Br)ccc3n2)oc2ccccc12 | -27.7
Cn1c(=O)c2c(ncn2CCC(=O)N/N=C/c2ccccc2)n(C)c1=O | -2.7
CNC(=O)OCCSCCS(=O)(=O)c1ccc(Cl)cc1 | -5.4
O=C(/C=C/c1cccc2ccccc12)N1CCOCC1 | -12.8
COc1cc(/C=C/C(=O)OCc2cn3cc(Cl)ccc3n2)ccc1O | 1.2
COC(=O)CC1(C(=O)OC)Oc2ccc(Br)cc2C(=O)N1c1cccc(Cl)c1Cl (stereo unspecified) | -2.7
Cc1nn2c(NCCOCCO)c3c(nc2c1-c1ccccc1)CCC3 | -5.5
CCCS(=O)(=O)C/C(N)=N/OC(=O)c1ccccc1Cl | 8.7
NC(=S)N1CCCc2ccccc21 | 3.2
CCCCNCc1ccc(OCc2ccc(Cl)nc2)c(OC)c1 | 3.1
FC(F)(F)c1cnc(COc2ccc(Cl)cc2Cl)c(Cl)c1 | -18.2
COc1cc(C2NC(=O)C(C#N)=C(Nc3cccc(C)c3)S2)ccc1O (stereo unspecified) | -8.2&2.0
CC(=O)Nc1ccc2sc(C)nc2c1 | 4.5
COc1ccccc1N=Nc1c(C)noc1C | -7.2

This part in full, from the start:
SMILES | S1P3 antagonist
CCOc1ccc(C2/C(=C(\O)c3cccc(OC)c3)C(=O)C(=O)N2c2ccccn2)cc1OC (stereo unspecified) | -0.5
O=C(/C=C/c1ccccc1Cl)N(Cc1cccs1)C1CCS(=O)(=O)C1 (stereo unspecified) | -12.5
COc1ccc2oc(=O)c(C(=O)Nc3ccccc3O)cc2c1 | -0.4
COc1ccc(/C=C\C(=O)NCC(=O)N/N=C/c2ccc(O)cc2O)cc1 | 2.4
Cc1ccccc1Cn1c(=O)[nH]c2ccccc21 | -2.4
Cc1cccn2c(=O)c(/C=C3\SC(=S)NC3=O)c(NCCCN3CCOCC3)nc12 | 0.7
COc1ccc(CC(=O)c2ccc(O)cc2O)cc1 | 0.6
Cc1ccc(C(O)P(=O)(OC(C)C)c2ccc(N(C)C)cc2)cc1 (stereo unspecified) | 5.4
Cc1ccc(C#CC[N+]2(C)CCCCC2)cc1 | -2.8
CCOC(=O)c1c(NC(=S)N2CCN(C)CC2)sc2c1CCN(C(=O)OCC)C2 | -6.3
CCN(CC)S(=O)(=O)c1ccc(-c2csc(C)n2)s1 | 6.7
COC(=O)c1ccc(CSc2nnc3c(n2)[nH]c2ccccc23)cc1 | -5.1
Cc1c(Cl)cccc1NC(=O)COC(=O)CN1C(=O)NC(C)(C)C1=O | 2.3
O=c1c(-c2ccc3c(c2)OCCO3)coc2cc(OC3OC(CO)C(O)C(O)C3O)ccc12 (stereo unspecified) | -11.9
Cc1ccc2nc(-c3ccc(NC(=O)CSc4nc(N)cc(=O)[nH]4)cc3)sc2c1 | -15.6
Cc1cccc(NC(=O)CCC(=O)Nc2nnc(C(F)(F)F)s2)c1 | -7.0
C=CCn1cnc2c(nnn2Cc2ccc(F)cc2)c1=O | 5.5
Cc1c(C(=O)OCc2cc(=O)n3cc(Br)ccc3n2)oc2ccccc12 | -27.7
Cn1c(=O)c2c(ncn2CCC(=O)N/N=C/c2ccccc2)n(C)c1=O | -2.7
CNC(=O)OCCSCCS(=O)(=O)c1ccc(Cl)cc1 | -5.4
O=C(/C=C/c1cccc2ccccc12)N1CCOCC1 | -12.8
COc1cc(/C=C/C(=O)OCc2cn3cc(Cl)ccc3n2)ccc1O | 1.2
COC(=O)CC1(C(=O)OC)Oc2ccc(Br)cc2C(=O)N1c1cccc(Cl)c1Cl (stereo unspecified) | -2.7
Cc1nn2c(NCCOCCO)c3c(nc2c1-c1ccccc1)CCC3 | -5.5
CCCS(=O)(=O)C/C(N)=N/OC(=O)c1ccccc1Cl | 8.7
SMILES | S1P3 antagonist
NC(=S)N1CCCc2ccccc21 | 3.2
CCCCNCc1ccc(OCc2ccc(Cl)nc2)c(OC)c1 | 3.1
FC(F)(F)c1cnc(COc2ccc(Cl)cc2Cl)c(Cl)c1 | -18.2
COc1cc(C2NC(=O)C(C#N)=C(Nc3cccc(C)c3)S2)ccc1O (stereo unspecified) | -8.2&2.0
CC(=O)Nc1ccc2sc(C)nc2c1 | 4.5
COc1ccccc1N=Nc1c(C)noc1C | -7.2
Cn1ncc2c(Nc3ccc(O)cc3)nc(Cl)nc21 | -1.2
Cc1cc(C)c(NC(=S)N(C)C)cc1C | -2.2
CN(/N=C/c1ccc(Cl)cc1Cl)c1ncc(Cl)cc1C(F)(F)F | -0.2
CCn1c(=O)cc(OCC(=O)Nc2ccc(Cl)cn2)c2ccccc21 | 11.4
Cn1c(SCC(=O)c2ccccc2)nnc1-c1ccccn1 | -3.0
CCOC(=O)c1csc(NC(=O)c2cc3ccccc3o2)n1 | 12.3
CCCc1nc2sc3ccccc3c(=O)c2c(=O)n1Cc1ccc(OC)cc1 | 13.6
CCc1cccc(C)c1NC(=S)N(CCN(C)C)C(C)c1ccco1 (stereo unspecified) | -2.9
O=C(NCC(=O)N(Cc1ccco1)C(C(=O)NC1CCCCC1)c1ccncc1)c1cccs1 (stereo unspecified) | -1.6
Cc1ccc(NS(=O)(=O)c2cccc(C(=O)Nc3c(C)n(C)n(-c4ccccc4)c3=O)c2)cc1 | -3.6
Cc1ccc(Oc2nc(-c3ccccn3)nc3ccccc23)cc1 | 1.8
CCN(CC)S(=O)(=O)c1cccc(NC(=O)CNC2CCCCCC2)c1 | 13.5
C/C(Cc1ccccc1)=N\NC(=O)CNC(=O)c1ccc(Cl)cc1 | 7.1
COC(=O)[C@H](C)NC(=O)Nc1cccc(Br)c1 | -7.2
Cc1cccc(C(=O)Nc2sc3c(c2C(=O)O)CCC3)c1 | 10.5
Cn1c(SCC(=O)Nc2sccc2C(N)=O)nnc1-c1ccncc1 | -11.6
Cc1sc2nc(CSCC(=O)Nc3ccc(N4CCOCC4)cc3)[nH]c(=O)c2c1C | -7.7
Cc1nnc(SCC(=O)c2ccccc2F)n1Cc1ccccc1 | 5.6
O=C1C=CC(=O)N1c1cccc(-c2ccccc2)c1 | -20.0

Exported with the structure last: three of the compounds above
S1P3 antagonist | molecule
-3.6 | Cc1ccc(NS(=O)(=O)c2cccc(C(=O)Nc3c(C)n(C)n(-c4ccccc4)c3=O)c2)cc1
1.8 | Cc1ccc(Oc2nc(-c3ccccn3)nc3ccccc23)cc1
13.5 | CCN(CC)S(=O)(=O)c1cccc(NC(=O)CNC2CCCCCC2)c1

Next section
SMILES | S1P3 antagonist
Cc1nc2ccccn2c1C(=O)NNS(=O)(=O)c1ccc(Cl)cc1 | 11.4
CCc1ccc(C2c3[nH]c4ccccc4c3CCN2C(=O)c2cc[n+]([O-])cc2)cc1 (stereo unspecified) | -1.1
CNC(=S)c1cc(C(C)(C)C)c(O)c(C(C)(C)C)c1 | -3.4
Cc1cccn2c(=O)c3cc(C(=O)Nc4ccc(N(C)C)cc4)n(C)c3nc12 | 6.1
CCOP(=O)(OCC)C(Nc1ccc(C(=O)O)cc1)c1ccccc1 (stereo unspecified) | 1.1
Cc1ccsc1C(=O)Nc1nc2ccccc2[nH]1 | -7.7
O=C(N/N=C/c1ccc(-c2ccc(Cl)c(C(=O)O)c2)o1)c1cc2c(ccc3ccccc32)o1 | -11.0
CC1(C)Cc2sc3c(=O)[nH]c(=S)[nH]c3c2CO1 | 9.7
Cn1c(=O)c(=O)n(C)c2cc(S(=O)(=O)NCCN3CCN(c4ccccc4F)CC3)ccc21 | 0.1
Cc1cc(C)c2oc(C(=O)NCCc3ccc(S(N)(=O)=O)cc3)cc(=O)c2c1 | -0.4
CCn1c(C)nc2cc(C(=O)N3N=C(CCOC)CC3(O)C(F)(F)F)ccc21 (stereo unspecified) | 13.1
CC1CCCC(NC(=O)COC(=O)/C=C/c2ccc(S(=O)(=O)N3CCOCC3)cc2)C1C (stereo unspecified) | 11.9
Cc1cccc(N(C)C(=O)C2CCCN2S(=O)(=O)c2cccc3nsnc23)c1 (stereo unspecified) | -11.0
Oc1ccccc1-c1nc2ccccc2nc1-c1ccccc1 | 2.9
CN(C)S(=O)(=O)c1cccc(NC(=O)COC(=O)/C=C/c2ccc(Br)o2)c1 | -0.5
c1cc(-c2nsc(-c3ccncc3)n2)ccn1 | -12.0
Brc1cnn(-c2nc(N3CCOCC3)nc(N3CCOCC3)n2)c1 | 4.9
O=C(NCc1ccc(Cl)cc1)C1CCC(CNc2c(N3CCOCC3)c(=O)c2=O)CC1 (stereo unspecified) | -10.1
O=C1NCN(CCO)CN1 | 4.6
COC(=O)/C=C1\N/C(=N\c2nc(C)cc(C)n2)N(c2ccccc2)C1=O | 10.2
C/C(=N/NC(=O)c1ccccn1)c1c[nH]c2ccccc12 | 19.5
CCN(CC)c1ccc(/C=N\NC(=O)c2cccc3cc[nH]c23)cc1 | 18.9
Cc1ccc(S(=O)(=O)Oc2ccccc2/C=C2/SC(=O)NC2=O)cc1 | 0.0
Cn1ncc(S(=O)(=O)Cc2ccccc2)c(Cl)c1=O | 1.9
COC(=O)c1cc(NC(=O)c2cc(C(C)(C)C)nn2Cc2ccc(F)cc2)ccc1N1CCOCC1 | 16.0
SMILES | S1P3 antagonist
CCN(CC)CCNCC(=O)Nc1ccc(Oc2ccccc2)cc1 | -1.0
CC1CCc2sc(C(=O)N/N=C/c3ccc(O)cc3)cc2C1 (stereo unspecified) | 1.4
O=c1[nH]c(NNC(=S)NC2CCCCC2)nc2c1C1(CCCC1)Cc1ccccc1-2 | 11.1
CCOP(=O)(OCC)C(Nc1ccc(F)cc1)c1ccccc1 (stereo unspecified) | 8.1
Cc1onc(-c2ccccc2)c1CNC(=O)Nc1ccccc1 | -2.2
NC(=O)c1cc(-c2ccccc2)nc2ccc(Br)cc12 | 1.2
COc1cc(SC)ccc1C(=O)Nc1ccc(Br)cn1 | 5.5
